Source: PubChem (Sanford-Burnham Center for Chemical Genomics)
H9c2 TAG inh = reduces triacylglycerol accumulation in H9c2 cells. Nile Red lipid (TAG) fluorescence; cells loaded with 200 µM oleic acid. inhibition, % at 12.5 µM. 230,000 compounds, 0.66% hits. AID 651582;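 active means pattern-corrected inhibition of lipid staining of at least 50% with the nuclear-stain viability signal not falling by more than 50%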;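 further: 0% = DMSO wells and 100% = triacsin C control wells; some results filed as inactive read as strong as hits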
H9c2 TAG inh DAPI viability = further read-out of H9c2 TAG inh, marked with its call; DAPI nuclei signal change (viability), lower = more cytotoxic, %;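 whole-well DAPI fluorescence read on a plate reader as a viability signal; minus 50 percent equals half of cells still viable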
* marks the source's active call; other numbers are inactive results. Some of the compounds tested; rates above refer to the full screens.

Values run as follows: H9c2 TAG inh	H9c2 TAG inh DAPI viability
CC1CCC(NC(=O)CN2CCC(n3nnc4cc(F)ccc43)CC2)CC1 (stereo not given)
  14	-3
N#Cc1cnc(=S)n(-c2cc(C(F)(F)F)cc(C(F)(F)F)c2)c1N
  -3	-10
CCOC(=O)c1c(C)[nH]c(C(=O)N(C)CC(=O)Nc2ccc(OC)cc2)c1C
  1	-7
CCOC(=O)/C=c1\s/c(=C(\C#N)C(=O)OCC)n(-c2ccccc2)c1=O
  -15	10
CC(C)(C(=O)N1CCC1(C)C(=O)NS(=O)(=O)c1ccc(C#N)cc1)c1ccccc1 (stereo not given)
  12	-6
CN=C1CC(C)(C)CC(=O)/C1=C(/O)CCC(=O)NC
  -6	3
CN(C(=O)c1ccc(NC(=O)Cc2ccc(NC(=O)C3CCCN(C(=O)C4CCCC4)C3)cc2)cc1)C1CC1 (stereo not given)
  -11	7
CC1=NN(c2ccccc2)C(=O)/C1=C/C=C/c1ccccc1
  -5	-2
O=C1NCCCCC1NC1CC(=O)N(c2ccccc2)C1=O (stereo not given)
  -13	0
O=C(Nc1ccc(F)cc1)Nc1cccc(Br)c1
  -25	7
Cc1cc(C)c(C#N)c(N)n1
  -4	-6
c1cc(CNc2ccc(N3CCOCC3)cc2)ccn1
  -5	2
COc1ccccc1CC(=O)Nc1cccc2ccccc12
  2	-8
Cn1c(=O)c(=O)n(C)c2cc(S(=O)(=O)N3CCCC3C(=O)Nc3ccccc3F)ccc21 (stereo not given)
  -4	-2
Cc1cccc(-n2c(=O)c3c(C)c(C)sc3n(CC(N)=O)c2=O)c1
  8	-12
COc1ccc(C(=O)NCCS(=O)(=O)N(C)C2CCCCC2)cc1
  11	-5
CC(C)=C(NC(=O)c1ccccc1)C(N)=O
  3	-4
N#CCSc1nc2ccccc2c(=O)n1CCCC(=O)NCC1CCCO1 (stereo not given)
  -24	7
Cc1nn(Cc2ccc(C(=O)n3cccn3)o2)c(C)c1Br
  -18	14
CCOc1cc(C(=O)NC(C)C2CCCO2)cc(OCC)c1OCC (stereo not given)
  11	-3
Cc1ccc(CCN2CC(C(=O)NC3CCCC3)CC2=O)cc1 (stereo not given)
  2	4
CC1=C(C#N)C(c2ccc(O)cc2)C(C#N)=C(C)N1
  3	-8
CCOC(=O)CC1=NN(c2ccccc2)C(=O)C1
  -2	-3
CC(CCc1ccco1)NC(=O)Cn1nc(Cc2ccncc2)c2ccccc2c1=O (stereo not given)
  -1	-6
COc1ccc(C)cc1NC(=O)COC(=O)c1c(-c2ccccc2)noc1C
  7	-17
Cc1nnc(NC(=O)C2CC(=O)N(Cc3ccccc3)C2)s1 (stereo not given)
  11	-5
O=C(COC(=O)c1ccc2c(c1)OCO2)Nc1cccc(F)c1
  -16	1
NC(=S)n1[nH]c(-c2ccc([N+](=O)[O-])cc2)c(N=Nc2ccccc2[N+](=O)[O-])c1=O
  -1	8
CCOc1cc(N2CCOCC2)c(OCC)cc1NC(=O)[C@H](C)N1C(=O)C2CC=CCC2C1=O (stereo not given in full)
  0	-3
O=S(=O)(Nc1cc(S(=O)(=O)N2CCOCC2)ccc1NCC1CCCO1)c1ccccc1F (stereo not given)
  10	-13

A few values from the list.
Value for CN=C1CC(C)(C)CC(=O)/C1=C(/O)CCC(=O)NC under H9c2 TAG inh: -6
Value for CCOc1cc(C(=O)NC(C)C2CCCO2)cc(OCC)c1OCC (stereo not given) under H9c2 TAG inh DAPI viability: -3

Back to the main list with the four entries that preceded the break.
Values run as follows: H9c2 TAG inh	H9c2 TAG inh DAPI viability
O=C(COC(=O)c1ccc2c(c1)OCO2)Nc1cccc(F)c1
  -16	1
NC(=S)n1[nH]c(-c2ccc([N+](=O)[O-])cc2)c(N=Nc2ccccc2[N+](=O)[O-])c1=O
  -1	8
CCOc1cc(N2CCOCC2)c(OCC)cc1NC(=O)[C@H](C)N1C(=O)C2CC=CCC2C1=O (stereo not given in full)
  0	-3
O=S(=O)(Nc1cc(S(=O)(=O)N2CCOCC2)ccc1NCC1CCCO1)c1ccccc1F (stereo not given)
  10	-13
CN(C(=O)CSc1nnc(-c2ccc(C(C)(C)C)cc2)n1C)C1CCS(=O)(=O)C1 (stereo not given)
  17	-1
COc1ccc(-c2c3c(=O)n(C)c(=O)n(C)c3cn2N2CCOCC2)cc1
  6	9
CCc1nc(NCCCCCO)c2nnn(Cc3ccccc3F)c2n1
  10	0
COc1ccc(NC(=O)CSc2nc(C)cs2)cc1
  5	-6
CCOc1ccc(N/C=C/C(=O)c2ccccc2)cc1
  -2	-7
Cc1nc2c(cnn2-c2ccccc2)c(=O)n1/N=C/c1ccccc1
  -41	11
COc1ccc(C2C(C(=O)N3CCN(c4ccccc4F)CC3)c3ccccc3C(=O)N2C)cc1 (stereo not given)
  -8	-2
CCn1c(C)cc2c(c1=O)C(c1ccccc1Br)C(C#N)=C(N)O2 (stereo not given)
  -5	5
COc1ccc([N+](=O)[O-])cc1NC(=O)C(C)NNC(=O)c1cccc([N+](=O)[O-])c1 (stereo not given)
  1	-2
COc1ncnc(NS(=O)(=O)c2ccc(N)cc2)c1OC
  -13	12
CC(C)n1c(SCCCc2ccccc2)nc2c1c(=O)[nH]c(=O)n2C
  -76	-1
COc1ccc(-c2nnc(SCc3nnc(-c4ccc(Cl)cc4)o3)n2-c2ccccc2)cc1
  12	-14
Cc1ccc(NC(=O)Cn2c(/C=C/c3ccccc3)nc3ccccc32)cc1C
  0	16
COC(=O)C1=C(C(=O)OC)[C@@H]2Nc3ccccc3[C@@]23C[C@@H](C(=O)OC)N(C(=O)c2cc(C)oc2C)C3=N1
  -12	8
Cc1nc([N+](=O)[O-])c(C(=O)OCc2ccccc2C#N)n1C
  -1	2
CCOC(=O)c1ccccc1NC(=O)CSc1nc2[nH]ncc2c(=O)[nH]1
  -1	-12
CCN(CC)C(=O)[C@H]1C[C@H](CC(=O)NCc2ccc(OC)c(OC)c2)C(=O)N2CCc3c([nH]c4ccc(Cl)cc34)[C@]12C
  35	-6
Cc1ccc(S(=O)(=O)Nc2cccc(C(=O)NCc3cccnc3)c2)cc1F
  7	-9
CCOC(=O)c1c(N)sc(C(N)=O)c1C
  9	-17
COCCNC(=O)C1CCCN(Cc2ccc(C(C)C)cc2)CC1 (stereo not given)
  3	7
CCn1c(CNc2ccc(OC)cc2)nnc1SCC(=O)N1CCCc2ccccc21
  -2	-3
O=C(c1cccc(S(=O)(=O)N2CCCC2)c1)N1CCOCC1
  8	-2
O=C(O)c1cccc(N2C(=O)/C(=C/c3ccc(SCc4ccc(Cl)cc4)o3)SC2=S)c1
  -22	-1
COc1ccc(C(=O)NCCOc2cccc(Oc3ccccc3)c2)cc1OC
  0	-5
COc1ccc(S(=O)(=O)N2CCC(NC(=O)N3CCOCC3)CC2)cc1
  12	4
CCCCC(=O)Nc1ccc2c(c1)nc(CCN1CCN(C)CC1)n2C
  19	-9
Cc1noc(C)c1COC(=O)C1CC(O)CN1S(=O)(=O)c1ccc(Cl)cc1 (stereo not given)
  3	0
CCCn1nc(NC(=O)C2CCCO2)c2cc3cccc(C)c3nc21 (stereo not given)
  9	17
O=C(Nc1ccc(Cl)cc1N1CCOCC1)C1CCCO1 (stereo not given)
  2	-1
O=C(CSc1ccccc1)N1CCN(C(=O)c2ccco2)CC1
  -17	11

Continuation:
Values run as follows: H9c2 TAG inh	H9c2 TAG inh DAPI viability
O=C(Nn1cnnc1)c1ccc(Cl)c([N+](=O)[O-])c1
  -5	4
Cc1ccc(S(=O)(=O)c2nc(-c3ccccc3F)oc2N2CC(C)OC(C)C2)cc1 (stereo not given)
  1	2
CCn1c(COc2ccc(C)cc2)nc2ccccc21
  -19	-5
COc1ccc(Cc2nnc(N/N=C/c3ccc(N(C)C)cc3)[nH]c2=O)cc1OC
  4	0
O=C(COC(=O)c1ccc2c(=O)n3c(nc2c1)CCC3)Nc1ccc(OC(F)F)cc1
  13	4
CCCCCC(=O)N1CCCC(c2nc(-c3ccc(OC)cc3)no2)C1 (stereo not given)
  1	11
COc1ccc(-c2n[nH]c(=S)n2-c2ccc3c(c2)OCCO3)cc1OC
  -5	6
CC1CCCCN1CC(=O)Nc1ccc(Oc2ccccc2)cc1 (stereo not given)
  -11	0
Cc1cc(C)c(-n2c(SCc3nc4ccccc4s3)n[nH]c2=O)c(C)c1
  -1	9
O=C(c1ccco1)N1CCN(Cc2ccccc2F)CC1
  -3	-2
CC1CCN(S(=O)(=O)c2ccc(NC(=O)CN3C(=O)NC(C)(c4ccccc4)C3=O)cc2)CC1 (stereo not given)
  11	5
CCOc1ccc(Oc2ccc(-c3nnc(-c4ccccc4)o3)cc2[N+](=O)[O-])cc1
  2	14
CN(C)c1nc(N)nc(Cn2ccnc2)n1
  -21	1
CC(NC(=O)COC(=O)c1ccc2ccccc2n1)c1ccccc1 (stereo not given)
  -17	3
CC1CN(C(=O)CSc2nc(N)c(NC(=O)c3ccc(C(F)(F)F)cc3)c(=O)[nH]2)CC(C)O1 (stereo not given)
  15	-12
COc1cc(C2NC(=O)NC(C)=C2C(=O)OC2CCCCC2)cc(Cl)c1O (stereo not given)
  -1	2
COC(=O)C1=C(Cn2cnc3ccccc32)NC(=O)NC1c1cc(C)ccc1C (stereo not given)
  15	-13
COc1ccc(/C=C/C(=O)OCC(=O)NC(=O)NC(C)(C)C)cc1
  -12	0
O=C(Nc1ccc(F)c(Cl)c1)c1cc(C2CCCCN2C(=O)c2ccc3c(c2)CCO3)on1 (stereo not given)
  0	1
COc1ccc(C(=O)OC(C)C(=O)NC2CCCCC2C)cc1S(=O)(=O)N1CCOCC1 (stereo not given)
  3	-3
Cc1ccc(OCCC(=O)OCC(=O)Nc2c(C)nn(-c3ccccc3)c2C)cc1
  2	-1
Cn1c(N)c(C(=O)CSc2nnc3n2CCCCC3)c(=O)n(C)c1=O
  -11	-2
CC(CCCC(C)(C)O)CC1C2=C(CCCC2=O)OC2=C1C(=O)CCC2 (stereo not given)
  -6	-3
Cc1ccccc1Oc1ccc2c(c1)[C@@H]1C[C@H](N(C)C(=O)c3ccc(C#N)cc3)[C@H]([C@H](C)O)C(=O)N1CC2
  1	2
CCc1ccccc1NC(=S)N(CCN(C)C)Cc1cccs1
  -6	4
O=C(Cn1nnc(-c2ccccc2F)n1)NCCc1ccccc1
  -9	2
COc1ccc(S(=O)(=O)N2CCCC2CNC(=O)C(=O)NC2CCCC2)cc1 (stereo not given)
  9	1
CCn1c(SCC(=O)Nc2ccc(C)cc2)nc2nc3c(cc2c1=O)COC(C)(C)C3
  17	-3
CSC1=NN(c2ccccc2)CN(c2ccccc2)N1C
  -3	0
O=C(C1CCCCC1)N(Cc1nc2sc3c(c2c(=O)[nH]1)CCCC3)Cc1cccs1
  -27	14

Laid out differently: results already given
| compound | H9c2 TAG inh | H9c2 TAG inh DAPI viability |
| --- | --- | --- |
| O=C(Nc1ccc(F)c(Cl)c1)c1cc(C2CCCCN2C(=O)c2ccc3c(c2)CCO3)on1 (stereo not given) | 0 | 1 |
| COc1ccc(C(=O)OC(C)C(=O)NC2CCCCC2C)cc1S(=O)(=O)N1CCOCC1 (stereo not given) | 3 | -3 |
| Cc1ccc(OCCC(=O)OCC(=O)Nc2c(C)nn(-c3ccccc3)c2C)cc1 | 2 | -1 |
| Cn1c(N)c(C(=O)CSc2nnc3n2CCCCC3)c(=O)n(C)c1=O | -11 | -2 |

(continued)
Values run as follows: H9c2 TAG inh	H9c2 TAG inh DAPI viability
COc1ccccc1S(=O)(=O)N(C)C[C@@H]1OCc2cn(nn2)CCCC(=O)N([C@@H](C)CO)C[C@H]1C
  7	-3
C=CCSc1nnc(NC(=O)c2ccc(N3CCCC3=O)cc2)s1
  6	-4
CCCCC(=O)N(C)c1c(CC)nc2c(OCc3cc(Cl)cc(Cl)c3)cccn12
  11	-9
CC(C)(C)OC(=O)N1CCC[C@H]1c1nnc(SCc2ccccc2)o1
  -18	10
O=C(O)c1c(Cl)c(Cl)c(Cl)c(Cl)c1C(=O)OCC1CCCO1 (stereo not given)
  1	17
CC(=O)Nc1ccc(NC(=O)C2CCCN2/C=C/C(=O)C(F)(F)F)cc1 (stereo not given)
  -4	9
Nc1ccc(S(=O)(=O)Nc2cnc3c(Cl)cccc3n2)cc1
  9	6
COc1ccc(C(CNC(=O)c2cccc(S(=O)(=O)Nc3ccc(F)cc3)c2)N2CCCCC2)cc1 (stereo not given)
  16	0
NNc1nc2sc3c(c2c(=O)n1C1CCCCC1)CCN(Cc1ccccc1)C3
  -7	3
NC(=O)C1C(c2ccccc2)=C1c1ccccc1
  -3	7
Cc1ccccc1OCC(=O)OCC(=O)NCCNC(=O)COC(=O)COc1ccccc1C
  18	-4
CCNC(=S)Nc1cc(-c2ccc(Cl)cc2)[nH]n1
  -3	-8
CCSC1=NCCN1C(=O)C(C)(C)Oc1ccc(Cl)cc1
  -34	13
Clc1ccc2c(c1)-c1nnc(Br)n1-c1ccccc1S2
  -3	6
COCCNC(=S)N/N=C/c1ccc(-c2ccc([N+](=O)[O-])cc2)o1
  8	-15
CC1CN(CC(O)COc2ccc(C(=O)c3ccccc3)cc2)CC(C)O1 (stereo not given)
  3	-9
COc1ccc2c(c1)CC/C(=C\c1ccc(OC)c(Cn3cccn3)c1)C2=O
  -26	-8

4 entries from above, reformatted:
> O=C(O)c1c(Cl)c(Cl)c(Cl)c(Cl)c1C(=O)OCC1CCCO1 (stereo not given)
  H9c2 TAG inh: 1	H9c2 TAG inh DAPI viability: 17

> CC(=O)Nc1ccc(NC(=O)C2CCCN2/C=C/C(=O)C(F)(F)F)cc1 (stereo not given)
  H9c2 TAG inh: -4	H9c2 TAG inh DAPI viability: 9

> Nc1ccc(S(=O)(=O)Nc2cnc3c(Cl)cccc3n2)cc1
  H9c2 TAG inh: 9	H9c2 TAG inh DAPI viability: 6

> COc1ccc(C(CNC(=O)c2cccc(S(=O)(=O)Nc3ccc(F)cc3)c2)N2CCCCC2)cc1 (stereo not given)
  H9c2 TAG inh: 16	H9c2 TAG inh DAPI viability: 0
